CXCR6 inh = inhibitors of human CXCR6 receptor; inhibition, % at 20 µM; 360,000 tested, 0.36% active; CHO-K1 PathHunter CXCR6 beta-arrestin, luminescence; O00574; in the data active = inhibition above about 34%, passing the limit was not always enough;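 also: antagonist mode with CXCL16 agonist at 10 nM final; 0% = 10 nM CXCL16 with DMSO and 100% = unstimulated wells without agonist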
Target sequence (O00574 whole entry, looked up): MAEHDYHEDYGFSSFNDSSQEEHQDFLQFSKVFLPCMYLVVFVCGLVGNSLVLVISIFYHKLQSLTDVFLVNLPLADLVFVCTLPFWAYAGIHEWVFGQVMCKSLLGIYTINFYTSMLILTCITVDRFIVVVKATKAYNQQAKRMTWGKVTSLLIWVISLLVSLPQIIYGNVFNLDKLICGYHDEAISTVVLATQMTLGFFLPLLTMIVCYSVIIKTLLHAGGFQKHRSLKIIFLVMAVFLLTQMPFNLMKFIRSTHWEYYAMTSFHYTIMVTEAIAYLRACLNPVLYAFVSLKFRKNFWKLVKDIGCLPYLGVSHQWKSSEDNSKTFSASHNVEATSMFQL
An asterisk follows results filed as active.

A first look (4 entries):
SMILES	CXCR6 inh
N#CCCN(Cc1ccccc1)C(CCc1ccccc1)C(=O)NC1CCCCC1 (stereo unspecified)	11.7
COc1ccc(C(=O)NCC2CCCO2)cc1S(=O)(=O)NCc1ccc(Cl)cc1 (stereo unspecified)	-1.8
CCOC(=O)Cn1nc(C)c(NC(=O)c2cccc([N+](=O)[O-])c2)c1C	-6.5
CCN(CC)CCNc1ccc(CO)c2oc3ccccc3c(=O)c12	1.2

This part in full, previewed entries included:
SMILES	CXCR6 inh
N#CCCN(Cc1ccccc1)C(CCc1ccccc1)C(=O)NC1CCCCC1 (stereo unspecified)	11.7
COc1ccc(C(=O)NCC2CCCO2)cc1S(=O)(=O)NCc1ccc(Cl)cc1 (stereo unspecified)	-1.8
CCOC(=O)Cn1nc(C)c(NC(=O)c2cccc([N+](=O)[O-])c2)c1C	-6.5
CCN(CC)CCNc1ccc(CO)c2oc3ccccc3c(=O)c12	1.2
COc1ccccc1/C=N/n1c(N)c(C(=O)NC2CCCCC2)c2nc3ccccc3nc21	4.8
COc1ccccc1Cc1c(-c2ccc(C#N)cc2)nc2c(C)cc(Br)cn12	3.6
CCCCCCN1CCN(C2CN(Cc3cn(Cc4ccc(C)cc4)nn3)S(=O)(=O)C2)CC1 (stereo unspecified)	-3.8
CCOC1=C2CN(S(=O)(=O)c3ccc(C)cc3)[C@@H](c3ccc(CC)cc3)C[C@H]2[C@H]2C(=O)N(c3ccccc3)C(=O)[C@H]2C1	1.9
OC[C@@H]1CN(Cc2ccc(F)cc2)C[C@H](n2cnc3c(NCc4ccc(F)cc4)ncnc32)O1	6.0
CCCn1nc(Oc2nc(NCC)nc(NCC)n2)ccc1=O	9.0
CCOc1ccc(-c2cc(C(=O)NCc3ccccc3)[nH]n2)c(C)c1	-3.2
Cc1cc(C)cc(CC(=O)N2CCC2(C)C(=O)NS(=O)(=O)c2ccc(Cl)s2)c1 (stereo unspecified)	-4.4
O=C(OCc1ccccc1)N1CCC2CC1c1ccc(N3CCN(Cc4ccc5c(c4)OCO5)CC3)cc12 (stereo unspecified)	7.5
O=C(OCC12CC3CC(CC(C3)C1)C2)c1ccc(NCc2cc(O)ccc2O)cc1	-5.9
CCc1cc(-c2nnn(-c3cc(C(C)C)ccc3C)c2CC)ccc1-c1cn(CCc2c[nH]c3ccccc23)nn1	3.6
CC(=O)Nc1ccc2cnn(C(C)=O)c2c1	-1.0
Cc1ccsc1C(=O)N1CCC1(C)C(=O)NS(=O)(=O)c1ccc(Br)cc1 (stereo unspecified)	-10.0
Cc1noc(C)c1S(=O)(=O)N(C)C[C@H]1OCc2cn(nn2)CCCC(=O)N([C@H](C)CO)C[C@@H]1C	-4.9
CSc1ccccc1C(=O)N1CCc2ccc(NC(=O)c3ccccn3)cc2C1	-10.7
COc1cccc(-c2cnc3c(NC(C)=O)cc(-c4cccc(NC(C)=O)c4)cn23)c1	-0.9
COC(=O)c1ccc2nc(-c3cccc(Cl)c3)c(Cc3cccc(F)c3)n2c1	6.4
Cc1ccc(S(=O)(=O)N2C[C@H]3n4c(=O)ccc(=O)n4C[C@H](OC(=O)NC4CCCC4)[C@@]3(O)C2)cc1	-4.7
Cc1ccc(C(=O)c2cc([N+](=O)[O-])ccc2N2CCOCC2)cc1	4.1
CC(C)C1C(=O)N(Cc2cn(CCC3OCCCO3)nn2)CCS(=O)(=O)N1Cc1ccc(-c2ccncc2)cc1 (stereo unspecified)	0.8
Cn1cnc2c(SCc3ccccc3)ncnc21	9.0
OC(c1ccccc1)(c1ccccc1)C1CCN(CCCOc2ccccc2)CC1	9.6
COc1cccc(NC(=O)C2(C)CCN2C(C)C)c1OC (stereo unspecified)	-7.8
COc1ccc(S(=O)(=O)NCc2ccc(C(=O)NCCN(C)Cc3ccccc3)cc2)cc1	-1.8
O=S1(=O)CC(N2CCCC2)CN1Cc1ccccc1 (stereo unspecified)	-2.0
COc1ccc(C(=O)N(C)[C@H]2C[C@H]3c4[nH]c5ccccc5c4CCN3C(=O)[C@H]2CO)cc1	-13.9
NC(=O)c1ncn([C@@H]2O[C@H](CNCc3ccc(-c4cc(C(F)(F)F)ccc4Cl)o3)[C@@H](O)[C@H]2O)n1	-2.7
O=C(NCC(F)(F)F)c1[nH]c(C(F)(F)F)nc1-c1ccccc1	-6.8
Cc1ccc(NC(=O)NC(=O)N(C(C)C)S(C)(=O)=O)nc1	0.6
COc1ccccc1S(=O)(=O)N(C)C[C@@H]1OCc2cnnn2CCCC(=O)N([C@@H](C)CO)C[C@H]1C	0.4
O=C(Nc1ccccc1Cl)Nc1ccnn1C1CCN(C(=O)C2CCOC2)CC1 (stereo unspecified)	4.6
CC1(C(=O)Nc2cnc3ccccc3c2)CCN1Cc1ccc(OC(F)(F)F)cc1 (stereo unspecified)	-6.1
CC1(c2cccc(Br)c2)NC(=O)N(CC(=O)Nc2ccc(N3CCCCC3)cc2)C1=O (stereo unspecified)	-5.0
CCOc1ccc(S(=O)(=O)c2ccc(C)cc2)c2c1no[n+]2[O-]	-8.2
Cc1cccc(NC(=O)CSc2nnc(-c3ccccc3C)o2)c1	-6.8
Nc1cc2c(cc1Cl)-c1ccc([N+](=O)[O-])cc1C2=NO	14.5
O=C(CNC(=O)c1cc(-c2ccccc2)nn1-c1ccccc1)Nc1ccccc1Br	-11.0
C[C@@H]1CC[C@H](Cc2ccc(-n3cccc3)cc2)N1C(=O)OC(C)(C)C	52.7*
Cc1cnc(N)nc1-c1ccccc1	-3.8
Cc1nc2c(OCc3ccc(C#N)cc3)cccn2c1N(C)C(=O)CCC1CCCC1	-13.6
CCOc1ccc(Cl)cc1-c1cc(C(=O)Nc2cc(OC)c(OC)c(OC)c2)[nH]n1	-9.3
COc1ccc(COC(=O)CCCN=C2NS(=O)(=O)c3ccccc32)cc1F	8.1
Cc1ccc(SCc2c(C(=O)N/N=C/c3cccs3)nnn2-c2nonc2N)cc1	0.1
CCN1C(=O)[C@H]2[C@@H](c3ccc(C(F)(F)F)cc3)N[C@]3(CCCN(Cc4ccc(Cl)cc4)C3=O)[C@H]2C1=O	0.0
CCc1nc2ccc(C(=O)Nc3ccc(OC)c(OC)c3)cn2c1N(C)CCC(C)C	2.3
C[C@H](CO)N1C[C@H](C)[C@@H](CN(C)Cc2ccccc2F)Oc2ncc(Br)cc2C1=O	0.3

Next results follow:
SMILES	CXCR6 inh
CC1CC(O)C(C)CN1 (stereo unspecified)	2.3
Cc1ccc2c(C)c(C(=O)N3CCC(C(N)=O)(N4CCCCC4)CC3)oc2c1C	4.0
O=C1CCCC(NCCCCCCNC2=C([N+](=O)[O-])C(=O)CCC2)=C1[N+](=O)[O-]	3.9
NC(Cc1ccccc1)c1csc(Nc2ccc(C(F)(F)F)cn2)n1 (stereo unspecified)	-5.0
Nc1cccc2[nH]c(=O)c3ccccc3c12	-25.0
CC1=NN(c2ccccc2)C(=O)C1=Cc1ccccc1	2.5
COc1cccc(S(=O)(=O)Nc2ccc(C(O)(C(F)(F)F)C(F)(F)F)cc2)c1	-5.0
O=C(Nc1cccc(S(=O)(=O)N2CCCC2)c1)[C@H]1C[C@H](O)[C@@H](CO)O1	4.8
CCc1nc2ccc(C(=O)N3CCCC(C(N)=O)C3)cn2c1N(C=O)CC (stereo unspecified)	-8.1
CC(=O)NC(c1cccc(F)c1)c1nc(-c2cccc(C(C)C)c2)cs1 (stereo unspecified)	3.3
CC(N)c1csc(Nc2nccc(C(F)(F)F)n2)n1 (stereo unspecified)	3.8
Cc1ccccc1Nc1nc(Cl)nc(NC(C)(C)C)n1	0.1
Cc1ccc(NC(=O)Cn2nc(C(=O)O)c3ccccc3c2=O)cc1S(=O)(=O)N1CCCCCC1	-8.4
O=C(Cc1ccccc1)c1ccc(N2CCOCC2)cc1	-6.1
C[C@H]1CN([C@@H](C)CO)C(=O)CCCn2cc(nn2)CO[C@@H]1CN(C)C(=O)OCc1ccccc1	-3.5
CCN(CC)C(=O)C1=C(C)N(Cc2ccc(OC)cc2)C(=O)C(CC(=O)NCCc2ccccn2)C1 (stereo unspecified)	1.3
CCCCC1Cc2[nH]c(=S)[nH]c(=O)c2C(c2ccc3ccccc3c2)O1 (stereo unspecified)	-4.0
CCc1nc2ccc(C(=O)N(C)Cc3ccccc3)cn2c1N(C)CCCc1ccccc1	6.8
CCOC(=O)/C=C1/SCC(=O)N1CC(=O)NC12CC3CC(CC(C3)C1)C2	0.6
Cc1cccc(C)c1NC(=O)c1ccc2sc([C@@H]3O[C@H](CO)[C@H](O)[C@H](O)[C@H]3O)nc2c1	-4.1
OC[C@@H]1CN(Cc2ccc3c(c2)OCO3)C[C@H](n2cnc3c(NC4CC4)ncnc32)O1	-0.9
Cc1c(C(=O)NCc2ccc3c(c2)OCO3)sc(=O)n1Cc1ccc(S(=O)(=O)N(C)C)cc1	-4.5
Cc1cc(C(=O)N2CCC2(C)C(=O)Nc2cccc3c2CCCC3)nn1C (stereo unspecified)	2.2
Cc1ccc(-c2nc3c4ccccc4ccn3c2Cc2cccc(Cl)c2)cc1	6.7
COc1ccc(C(N)c2csc(Nc3ncccn3)n2)cc1 (stereo unspecified)	0.2
CCc1ccc2c(c1)NC(=O)C2(C)Cc1ccc(Cl)s1 (stereo unspecified)	-2.2
CCc1nc2ccc(C(=O)NCCN3CCOCC3)cn2c1N(CC)CCOC	-5.6
O=C1OC(c2ccc(O)cc2)(c2ccccc2O)c2ccccc21 (stereo unspecified)	-5.2
Cc1ccc(C(=O)C=CC=Cc2ccccc2)cc1	7.5
Cc1ccccc1OCc1nnc(SC(C)C(=O)O)n1-c1ccccc1 (stereo unspecified)	0.3
CN(Cc1ccccc1F)C(=O)c1cccc(NC(=O)CC2SC(N3CCCCC3)=NC2=O)c1 (stereo unspecified)	-1.6
CC(C)NC(=O)C1(C)CCCCN1Cc1ccc(OCc2ccccc2)cc1 (stereo unspecified)	6.0
COC(=O)[C@H]1C[C@H](OC(=O)NCc2ccco2)[C@@]2(O)CN(S(=O)(=O)c3ccc(C)cc3)CC2[C@H]1C(=O)OC (stereo partly specified)	-4.1
CSC[C@H]1CN(Cc2ccccc2)C(=O)[C@@H]1CC(=O)Nc1ccc(Br)cc1	-4.0
CC(C)N1CCC1(C)C(=O)Nc1nc2ccccc2[nH]1 (stereo unspecified)	0.2
CC(C)(C)c1ccc(C(=O)N2CCC2(C)C(=O)NS(=O)(=O)c2ccccc2Cl)cc1 (stereo unspecified)	5.1
COc1ccc(CNC(=O)N2[C@H]3CC[C@@H]2C=C(c2ccc(F)cc2OCc2ccccc2)C3)cc1OC	22.6
O=C(CC(CC(=O)c1ccccc1)c1ccccn1)c1ccccc1	5.5
O=C(C1CCC(CNc2nc(=S)[nH]c3ccccc23)CC1)N1CCN(c2ccc(F)cc2)CC1 (stereo unspecified)	-1.1
C[C@@H]1CN([C@@H](C)CO)C(=O)c2cc(N(C)C)ccc2O[C@@H](C)CCCCO[C@@H]1CN(C)S(=O)(=O)c1cccs1	4.3
C[C@H](CO)N1C[C@H](C)[C@@H](CN(C)C(=O)Oc2ccccc2)OCc2cn(nn2)CCCC1=O	-0.4
O=C(NCc1ccccc1)C1c2ccccc2OCC(=O)N1C1CC1 (stereo unspecified)	-1.0
CCN1C[C@@H]2[C@@H]3C(=O)N(Cc4ccccc4)C(=O)[C@@H]3[C@](Cc3ccccc3)(C1=O)N2C(=O)c1ccc(Cl)cc1	5.0
COc1ccc(C(C)(NC(C)=O)c2nc(-c3ccc(F)cc3OC)cs2)cc1 (stereo unspecified)	9.4
CCCCCCn1c(=O)n2n(c1=O)[C@@H]1CN(S(=O)(=O)c3ccc(C)cc3)C[C@]1(O)[C@@H](OC(=O)NCC1CCCCC1)C2	-4.9
CN(C)c1ccc(/C=C/c2ccncc2)cc1	-4.8
Cc1cn([C@H]2C[C@H](O)[C@@H](CNC=O)O2)c(=O)[nH]c1=O	0.8
CC(=O)Nc1cccc(-c2csc(C(O)c3ccc(F)c(F)c3)n2)c1 (stereo unspecified)	1.1
CC(=O)OCC1=C(C(=O)OC(C)(C)C)N2C(=O)[C@@H](NC(=O)Cc3ccccc3)[C@H]2SC1	-2.2
Cc1ccc(F)cc1C(=O)N1CCC1(C)C(=O)O (stereo unspecified)	-12.2

(further entries)
SMILES	CXCR6 inh
CCOC(=O)c1nc(Nc2ccc(Nc3ccccc3)cc2)c2ccccc2n1	0.9
O=C(CC[C@H]1O[C@@H](n2ccc(=O)[nH]c2=O)[C@H](O)[C@@H]1O)NC1CCN(Cc2ccccc2)C1 (stereo partly specified)	5.4
C[C@@H]1CN([C@H](C)CO)S(=O)(=O)c2ccc(C#Cc3ccccc3F)cc2O[C@H]1CN(C)C(=O)c1ccc2c(c1)OCO2	8.3
O=C(CCNS(=O)(=O)c1ccc(Br)s1)N1CCN(c2ccccc2)CC1	-3.8
COc1ccc(-c2ccc(CN3C(C)C(=O)N(Cc4cn(Cc5ccco5)nn4)CCS3(=O)=O)cc2)cc1 (stereo unspecified)	2.8
CCC1CCCCN1C(=O)COC(=O)c1cncc(Br)c1 (stereo unspecified)	-2.3
Cc1ccc(CNC(=O)[C@H]2O[C@@H](n3ccc(N)nc3=O)[C@H](O)[C@@H]2O)o1	-13.3
COc1cccc2c(SCC(=O)N/N=C/c3ccc(O)c(O)c3)cc(C)nc12	-4.5
COc1cccc(-c2cccc3c2NC(=O)C3(C)Cc2ccccc2F)c1 (stereo unspecified)	-1.3
Cc1nc2c(OCc3cccc(Cl)c3)cccn2c1N(C)CC1CC1	10.9

Some of the entries so far, as labelled records:
CCOC(=O)c1nc(Nc2ccc(Nc3ccccc3)cc2)c2ccccc2n1
- CXCR6 inh = 0.9
Cc1nc2c(OCc3cccc(Cl)c3)cccn2c1N(C)CC1CC1
- CXCR6 inh = 10.9
O=C(CCNS(=O)(=O)c1ccc(Br)s1)N1CCN(c2ccccc2)CC1
- CXCR6 inh = -3.8
CCC1CCCCN1C(=O)COC(=O)c1cncc(Br)c1 (stereo unspecified)
- CXCR6 inh = -2.3

Bioassay records (PubChem BioAssay)

A portion of the library; rates above refer to the full screens.
